# XBP1 UPR activ = activators of adaptive XBP1 UPR arm, primary screen, cell-based, CHO-XBP1 luciferase reporter, luminescence, uHTS; IRE1-XBP1 UPR activation; percent of tunicamycin response, DMSO as zero; activation, % at 20 µM; 0.33% of 330,000 active; AID 463104, 2010;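 active means versus positive control, 20 µM dose yields 30% or more activation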;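 further: 100% = tunicamycin at 10 µg/mL and 0% = DMSO only wells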
#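 Material: CHO-XBP1 cells stably carrying IRE1-XBP1-driven luciferase reporter / Amount: 1000 cells per well / Compound: 20 µM, 1% DMSO / Times: 6 h treatment, 37 °C / Detection: luciferase luminescence / Measure: % activation of reporter signal versus tunicamycin and DMSO controls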
# APJ ag = agonists of human apelin receptor APJ, primary screen, CHO-K1 cells, PathHunter beta-arrestin, luminescence | 0% DMSO wells, 100% apelin | activation, % at 20 µM | 0.11% of 330,000 active | AID 2520, 2010;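 active means activation more than six SD over the plate average, tested at 20 µM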;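 further: 0% = DMSO alone and 100% = apelin-13 at 10 nM; some results filed as inactive read as strong as hits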
# Target sequence (P35414 whole entry, looked up): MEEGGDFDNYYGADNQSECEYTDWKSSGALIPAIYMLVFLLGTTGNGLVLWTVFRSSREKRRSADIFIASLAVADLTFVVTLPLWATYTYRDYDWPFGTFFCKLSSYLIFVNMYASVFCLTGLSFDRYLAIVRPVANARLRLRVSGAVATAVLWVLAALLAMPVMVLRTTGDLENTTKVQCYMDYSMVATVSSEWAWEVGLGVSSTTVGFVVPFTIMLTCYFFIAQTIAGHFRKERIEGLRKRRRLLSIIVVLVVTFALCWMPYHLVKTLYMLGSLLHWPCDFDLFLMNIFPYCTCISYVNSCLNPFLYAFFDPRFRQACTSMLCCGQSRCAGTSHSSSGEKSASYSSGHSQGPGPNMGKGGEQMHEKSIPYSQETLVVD
#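 Test system: CHO-K1 APJ beta-arrestin complementation cell line | Compound: Single test compound dose, 20 µM final, 1% DMSO | Incubation: Compound 90 min 25 °C, reagent 1 h | Measured by: beta-gal luminescence | Read-out basis: APJ–arrestin association signal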
# Mdm2-MdmX inh = inhibitors of human Mdm2-MdmX association, primary screen, cell-based, luminescence, split luciferase, SaOS-2, uHTS; inhibition, % at 8 µM; Protein Mdm4 (Homo sapiens) + E3 ubiquitin-protein ligase Mdm2 (Homo sapiens), …; AID 485346, 2010; SaOS-2 split-luciferase Mdm2/MdmX complementation; 3% of 330,000 active;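 active means inhibition of at least 50% at 8 µM in the primary screen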
# CCR6 antagonist = CCR6 receptor antagonists, primary screen, cell-based, CHO-K1, luminescence, beta-arrestin, uHTS. C-C chemokine receptor type 6 (Homo sapiens), P51684. CHO-K1 CCR6 PathHunter beta-arrestin, CCL20-stimulated. inhibition, % at 20 µM. 0.49% of 340,000 active;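 active means compounds whose inhibition of the agonist-driven luminescence signal at 20 µM reaches about 50%, limit read from the data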;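 further: cells stimulated with CCL20 at 14 nM final; plate controls were DMSO with CCL20 for no effect and DMSO without agonist for full effect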
# Target sequence (P51684 whole entry, looked up): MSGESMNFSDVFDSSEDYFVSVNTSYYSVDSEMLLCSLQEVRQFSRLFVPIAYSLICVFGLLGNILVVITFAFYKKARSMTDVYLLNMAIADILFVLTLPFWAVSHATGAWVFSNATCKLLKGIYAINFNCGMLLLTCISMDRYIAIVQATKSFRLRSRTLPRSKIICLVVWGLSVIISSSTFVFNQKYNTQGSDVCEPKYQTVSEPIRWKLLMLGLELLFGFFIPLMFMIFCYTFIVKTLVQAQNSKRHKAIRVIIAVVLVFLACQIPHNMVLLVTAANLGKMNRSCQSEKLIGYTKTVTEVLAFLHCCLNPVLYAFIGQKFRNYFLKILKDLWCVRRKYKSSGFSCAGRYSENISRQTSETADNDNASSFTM
# tim23-1 inh = growth inhibitors of tim23-1 mutant yeast, primary screen, luminescence, uHTS | S. cerevisiae tim23-1 growth, BacTiter-Glo luminescence, 24 h | inhibition, % at 20 µM | 1.3% of 330,000 active | AID 463212, 2010;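 active means growth inhibition of the mutant yeast at or above 50%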;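 further: temperature-sensitive mutant grown at 25 °C; plate controls were DMSO-treated mutant yeast for no effect and medium wells lacking yeast for full effect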
# APJ antagonist = antagonists of human apelin receptor APJ, primary screen, CHO-K1 cells, beta-arrestin complementation, luminescence; P35414; inhibition, % at 20 µM; 0.32% of 330,000 active; AID 2521, 2010;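 active means inhibition above about 40% at 20 µM, limit read from the data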;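 further: cells challenged with 10 nM apelin-13 agonist together with compound; plate controls were apelin-13 plus DMSO wells for no effect and DMSO wells lacking apelin-13 for full effect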
# UPR CHOP act = activators of apoptotic CHOP UPR arm, primary screen, cell-based, CHO-CHOP luciferase reporter, luminescence, uHTS | 0.34% of 330,000 active | AID 449763, 2010 | activation, % at 10 µM | UPR activation; percent of tunicamycin response over DMSO baseline;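 active means at 10 µM dose, activation of 40% or more, normalized to positive control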;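 further: 100% = tunicamycin at 10 µg/mL and 0% = DMSO alone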
#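 Test system: CHO-CHOP cells, stable luciferase reporter of PERK-eIF2a-CHOP signalling | Quantity: 500 CHO-CHOP cells per well | Buffer or medium: F12 plus 10% serum | Compound dosing: 10 µM single point, 0.5% DMSO | Schedule: 6 h compound treatment, 37 °C | Signal: Luciferase luminescence | Control set: Tunicamycin high control, DMSO low control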
# EBI2 block = EBI2 receptor antagonists, beta-arrestin recruitment, primary screen, cell-based, luminescence, 7a,25-OHC stimulation, uHTS | G-protein coupled receptor 183 (Homo sapiens), P32249 | 0.81% of 360,000 active | inhibition, % at 5 µM | 7a,25-OHC stimulated | AID 651636, 2012; in the data active means inhibition above about 38%;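 further: enzyme fragment complementation signal reports receptor beta-arrestin coupling in cells; 0% = agonist plus DMSO wells and 100% = wells without agonist; some results beyond the cut were filed as inactive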
# CXCR6 block = CXCR6 receptor inhibitors, primary screen, cell-based, beta-arrestin, luminescence, CHO-K1 PathHunter, 1536-well; C-X-C chemokine receptor type 6 (Homo sapiens), O00574; inhibition, % at 20 µM; 0.36% of 360,000 active; AID 602244, 2012; in the data active means inhibition above about 34%, passing the limit was not always enough;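 further: antagonist mode with CXCL16 agonist at 10 nM final; 0% = 10 nM CXCL16 with DMSO and 100% = unstimulated wells without agonist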
# Target sequence (O00574 whole entry, looked up): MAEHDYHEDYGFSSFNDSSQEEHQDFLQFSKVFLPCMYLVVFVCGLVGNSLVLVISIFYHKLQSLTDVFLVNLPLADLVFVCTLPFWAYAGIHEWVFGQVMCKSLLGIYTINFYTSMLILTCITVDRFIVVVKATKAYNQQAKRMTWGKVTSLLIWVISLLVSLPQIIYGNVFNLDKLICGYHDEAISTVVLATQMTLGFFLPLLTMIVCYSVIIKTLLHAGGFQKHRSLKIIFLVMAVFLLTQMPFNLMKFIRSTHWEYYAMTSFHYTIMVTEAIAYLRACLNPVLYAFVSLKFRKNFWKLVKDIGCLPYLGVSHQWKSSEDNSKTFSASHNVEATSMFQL
# Active calls of the source: *; nt = not tested or not shown. An excerpt, so the mix of outcomes need not match the whole.
SMILES,XBP1 UPR activ,APJ ag,Mdm2-MdmX inh,CCR6 antagonist,tim23-1 inh,APJ antagonist,UPR CHOP act,EBI2 block,CXCR6 block
COc1cccc(N2C(=O)C3C(C2=O)C3(c2ccccc2)c2ccccc2)c1 (configuration not stated),1,-1,-6,12,23,9,-0.1,12,11
CC(=O)Oc1ccccc1-c1nc(C)nc(N(C)C(C)=O)n1,5,0,21,9,8,2,1.9,-5,15
Cc1cc(C)nc(/N=C(\N)Nc2ccc(-c3ccccc3)cc2)n1,5,1,52*,20,-220,6,0.3,8,7
O=C(NCc1ccc(F)cc1)c1ccc2c(c1)S(=O)(=O)c1ccccc1C2=O,3,19,1,-8,3,-30,1.0,-19,-30
CCCN(Cc1ccccc1)C(=S)Nc1ccc(F)cc1,-3,0,-11,18,33,-3,-1.4,-5,-9
CC(C)Oc1nnnn1-c1ccccc1,-2,-2,-1,12,7,7,-2.3,-3,-5
CCOC(=O)c1ccc(NC(=O)NNC(=O)CCc2ccc(OC)cc2)cc1,-2,-6,14,12,-9,-34,0.1,-3,-1
CCOC(=O)C1CCN(S(=O)(=O)c2cccc(-c3csc(C)n3)c2)CC1,-4,-4,19,14,36,18,-2.6,1,1
COc1cc2c(cc1OC)[C@@H](NC(=O)COc1ccccc1)[C@H](OCc1ccccc1)C2,-3,nt,-4,20,40,nt,1.3,-1,5
O=C(Nc1ccc2nc(-c3cccnc3)[nH]c2c1)C1CCCCC1,9,1,-14,3,-4,-8,2.2,6,-22
CCOC(=O)C1=C(CBr)NC(=O)NC1C (configuration not stated),-5,-4,-13,2,2,8,-2.5,-5,4
Cc1ccc(S(=O)(=O)N(C)C)cc1NC(=O)c1cc(=O)c2ccccc2o1,5,-4,7,12,12,-2,0.2,-3,-2

# Sorted by formula weight (largest number first): some entries from above.
SMILES,XBP1 UPR activ,APJ ag,Mdm2-MdmX inh,CCR6 antagonist,tim23-1 inh,APJ antagonist,UPR CHOP act,EBI2 block,CXCR6 block
O=C(NCc1ccc(F)cc1)c1ccc2c(c1)S(=O)(=O)c1ccccc1C2=O,3,19,1,-8,3,-30,1.0,-19,-30
CCOC(=O)c1ccc(NC(=O)NNC(=O)CCc2ccc(OC)cc2)cc1,-2,-6,14,12,-9,-34,0.1,-3,-1
CC(=O)Oc1ccccc1-c1nc(C)nc(N(C)C(C)=O)n1,5,0,21,9,8,2,1.9,-5,15

# As entered above:
# Cc1ccc(S(=O)(=O)N(C)C)cc1NC(=O)c1cc(=O)c2ccccc2o1 – APJ ag = -4
# CCOC(=O)C1=C(CBr)NC(=O)NC1C (configuration not stated) – CXCR6 block = 4

# Carrying on:
SMILES,XBP1 UPR activ,APJ ag,Mdm2-MdmX inh,CCR6 antagonist,tim23-1 inh,APJ antagonist,UPR CHOP act,EBI2 block,CXCR6 block
O=C(N[C@H]1C/C=C\C[C@@H](CC(=O)N(CCO)Cc2ccccc2)C(=O)N[C@H](Cc2c[nH]c3ccccc23)COC1=O)OCC1c2ccccc2-c2ccccc21,-2,-4,25,11,10,17,5.2,20,7
COc1ccc(CN2C[C@]3(CO)O[C@@H](CO)C[C@@H]3S2(=O)=O)cc1,1,nt,29,14,33,nt,0.8,-4,0
Cc1oc2c(CN3CCOCC3)c(O)ccc2c(=O)c1-c1ccc(Cl)cc1,-1,-2,12,6,14,7,0.2,-2,6
COc1ccc(C)cc1NC(=O)NCc1ccco1,-5,-2,-9,0,7,-2,2.9,-3,2
CCCS(=O)(=O)Nc1cc(C(F)(F)F)ccc1OCCOC,-3,-4,11,-15,9,11,-1.8,8,1
CCOc1ccc(C2CC(c3ccc(CC)cc3)n3nc(N)nc3N2)cc1 (configuration not stated),3,-4,19,4,8,-51,1.5,14,-8
O=C(Nc1cccc([N+](=O)[O-])c1)N1CCCCCC1,-2,2,-4,9,17,-8,0.2,1,5
CC(C)C(=O)Nc1nc2cc3c(cc2s1)OCCO3,-2,-4,-172,-6,36,13,0.6,13,-12
O=c1c2ccccc2oc2cc(NCCCN3CCOCC3)ccc12,2,2,-107,0,6,-17,1.5,-1,-3
O=C(CCC(=O)c1ccc(-c2ccccc2)cc1)Nc1cccnc1,-1,0,17,0,6,4,1.2,2,-3
Cc1cc(NC(=O)COc2coc(CN3CCN(c4ccccc4F)CC3)cc2=O)no1,-1,4,-29,6,5,-17,1.5,2,-6
O=C(CCN1CCN(c2ccc(F)cc2)CC1)Nc1ccccc1F,-1,-4,10,0,16,-32,0.5,4,2
Cc1ccccc1NC(=O)CCc1c(C)nn(-c2ccc(N3CCOCC3)nn2)c1C,-6,-1,-9,15,5,13,4.7,5,-1
COC(=O)[C@]1(C)N[C@H](CN(C)S(=O)(=O)c2ccc(OC(F)(F)F)cc2)[C@@H]2C(=O)N(Cc3ccccc3)C(=O)[C@@H]21,-1,-3,24,-6,4,10,1.0,-4,5
COc1ccc(CNC(=O)c2nnn(-c3cccc(C(F)(F)F)c3)c2N)cc1,-2,-2,17,19,19,1,1.0,9,9
N#Cc1ccccc1COc1cccc2c1CCCC2O (configuration not stated),7,-5,-14,3,37,15,1.7,5,-3
Cc1cc2cc(C(c3nnnn3Cc3ccco3)N3CCc4ccccc4C3)c(=O)[nH]c2cc1C (configuration not stated),0,-1,22,5,15,8,-1.9,2,10
Cc1ccccc1OCC(=O)Nc1ccc(C(N)=O)cc1,0,-2,17,-5,6,2,-2.6,-5,9
COc1ccc(C2C3=C(CCCC3=O)Nc3nc(C(F)(F)F)nn32)cc1OC (configuration not stated),2,0,-5,9,2,25,0.4,-2,-14
CCN(CC)S(=O)(=O)c1ccc(/C=C/C(=O)OCC(=O)Nc2ccc(S(N)(=O)=O)cc2)cc1,0,-3,20,7,-1,8,-0.4,-3,-4
CCCC(CCC)C(=O)Nc1cccc(C(=O)O)c1,-1,-4,-3,-11,-6,-1,1.4,-11,-6
Cc1ccc(OCC(=O)NCC(=O)Nc2ccc(F)cc2)c([N+](=O)[O-])n1,1,-3,2,-2,-3,-8,2.9,-1,8
CCOc1ccccc1N1CCN(C(=O)c2ccc(Cl)c(S(=O)(=O)N3CCCCC3)c2)CC1,-4,0,33,16,26,19,1.4,5,-12
N=c1ccn(CC(=O)c2ccc(-c3ccccc3)cc2)cc1,0,-6,66*,-15,32,-26,-1.2,-6,1
COc1ccc(-c2cc(CC3(C(=O)O)CCN(C(=O)OC(C)(C)C)CC3)on2)c(OC)c1,0,-2,35,6,12,-8,-0.2,2,-2
COc1cc(OC)c(C(=O)OC(C)C(=O)NCc2ccc3c(c2)OCO3)cc1OC (configuration not stated),2,-1,25,1,16,3,1.8,-4,7
COC(=O)CN1C(=O)[C@H]2[C@@H](/C=C/c3ccccc3)N3C(=O)CN(Cc4ccccc4)C(=O)[C@@]3(C)[C@H]2C1=O,-1,6,27,0,12,-52,0.6,-2,-6
COc1ccc(CN(C)C(=S)Nc2ccc(OC(F)F)cc2)cc1,0,-4,4,2,23,-8,0.2,0,-3
CC(C)c1ccc(C(O)Cc2nc3ccccc3n2C)cc1 (configuration not stated),2,1,-16,5,17,9,2.8,13,2
Cc1ccc(N(C=NC#N)CC(=O)N2CCN(c3ccccc3)CC2)cc1,-5,8,-5,12,14,6,-0.4,4,2
COCCNC(=O)COc1ncnc2scc(-c3ccc(F)cc3)c12,-1,0,-6,-6,3,-16,1.0,3,7
Cc1ccc(-c2csc3ncn(CC(=O)N4CCOCC4)c(=O)c23)cc1C,-1,4,-20,9,19,17,-0.3,-3,0
O=C(CCNS(=O)(=O)c1ccc(Cl)cc1)OCC(=O)N1CCN(C(=O)c2ccco2)CC1,-3,2,-1,-7,-4,22,-0.8,2,4
O=C(COC(=O)c1cccs1)NCc1cccs1,0,-2,-11,-4,10,18,1.6,7,3
Cc1cc(C)c(S(=O)(=O)N2CCOCC2)cc1C,0,-7,-16,7,-3,7,-0.5,-4,8
Cc1ccc(S(=O)(=O)N(c2ccc(Br)cc2)C2C=CS(=O)(=O)C2)cc1 (configuration not stated),0,-2,9,9,6,5,-1.0,2,-1
COCCNC(=O)c1cccc(OC2CCN(Cc3ccc(Cl)c(F)c3)CC2)c1,-1,2,13,16,-1,3,-0.8,2,0
COc1ccc(/C=N/NC(=S)Nc2c(C)n(C)n(-c3ccccc3)c2=O)cc1OC,-3,-2,-15,3,18,0,-1.0,0,5
O=C(NC1CCCC1)C(c1cccnc1)N(CCc1ccccc1)C(=O)c1ccco1 (configuration not stated),-3,0,-20,8,14,-29,-2.5,-14,5
CCN(CC)c1nc2c3c(nc4c(c3c1C#N)CC(=O)N4c1ccc(Cl)cc1)NC(C)=N2,-1,3,-21,22,8,-14,3.7,12,5
COc1cc(C(=O)NCc2nc(C)cs2)ccc1OC1CCN(C(C)=O)CC1,-5,-7,25,11,-7,8,-0.6,-6,-4
CCN(Cc1cccs1)C(=O)CN1C(=O)NC(c2ccccc2)(c2ccccc2)C1=O,-2,-1,-5,13,22,-4,-0.4,14,2
N/C(=N\OC(=O)c1ccc(F)cc1)c1ccc(Br)cc1,3,10,51*,-8,29,-43,5.0,1,-9
O=C(c1cccn2c(=O)c3cc(Br)ccc3nc12)N1CCN(c2ccccn2)CC1,3,-2,-25,-15,9,7,17,-16,7
CCN(CC)C(=O)c1sc(NC(=O)c2ccc3c(c2)OCO3)c(C(N)=O)c1C,6,-1,-35,15,25,0,4.0,-14,9
O=C(Nc1c(C(=O)N2CCCCC2)cnn1-c1ccccc1)c1ccco1,-2,-3,7,-17,2,4,3.7,0,-4
CCN(CC)c1ccc(S(=O)(=O)N2CCOCC2)cc1NC(=O)CSc1n[nH]c(N)n1,0,-4,-30,-3,9,-7,-1.8,-3,4
CCCCC(c1nnnn1C(C)C)N1CCN(C(=O)c2ccco2)CC1 (configuration not stated),-2,0,-20,10,16,-2,1.9,-1,8
O=C1CN(C(=S)NC(=O)c2ccc(-c3ccccc3)cc2)CCN1,2,-2,-17,4,-3,2,1.6,0,13
CN1CCCC1CCNc1ccc2sc3ccccc3c(=O)c2c1 (configuration not stated),0,22,-8,29,26,-138,2.3,-7,14
Cc1ccc(N(C)C(=O)N2CCN(S(=O)(=O)c3ccc(C)cc3)CC2)cc1,1,1,20,3,17,8,3.8,33,-1
NC1(C#Cc2ccc3oc(=O)c(-n4cc(C5(O)CCCCC5)nn4)cc3c2)CCCCC1,-2,-5,32,1,17,3,1.9,-11,0
COc1cccc(CNC(=O)COC(=O)CNC(=O)c2ccc(-c3ccccc3)cc2)c1,0,-4,1,-8,7,-5,-1.6,3,-16
Cc1cc2c(cn1)C(CCC#N)(CCC#N)c1ccccc1-2,-2,7,16,-3,21,-24,1.5,2,0
